APEX1 inh – inhibitors of human APE1 endonuclease. Potency, µM (highest dose often 65.8 µM), without a hit: at the highest dose activity change, negative = inhibition, usual class: inhibitors. P27695. 350,000 compounds, 0.35% hits. recombinant APE1, TAMRA/BHQ-2 abasic DNA cleavage fluorescence. AID 2517;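 also: plate controls were vehicle for no effect and reference inhibitor for full effect; nearly all actives have a fitted effect of over 55% in size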
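Step 1: APE1 (0.75 nM) with compound, 15 min RT. Step 2: add 50 nM fluorophore/quencher THF duplex. Step 3: three fluorescence reads 60 s apart (525/598 nm); read 3 minus read 1 = reaction progress.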
POLH inh – blocks human DNA polymerase eta activity; Potency, µM (highest dose often 114 µM), for the others: at the highest dose activity change, negative = inhibition, actives largely listed as inhibitors; 390,000 compounds, 1.2% hits; recombinant Pol eta, fluorescent DNA replication assay; AID 588591; Q9Y253; also: % is scaled to controls: 0 for no effect and ±100 for the full control effect
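Pol eta at 10 nM preincubated with compounds 15 min at room temperature; reaction started with fluorescent substrate (50 nM final) and read kinetically at 0 and 10 min.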
BAZ2B inh – BAZ2B (human) inhibition; Q9UIF8; AlphaScreen BAZ2B-H3K14Ac peptide displacement; Potency, µM (top dose mostly 114 µM), without a hit: at the top dose activity change, negative = inhibition, most hits filed as inhibitors; 360,000 compounds, 4.4% hits; also: % is scaled to controls: 0 for no effect and ±100 for the full control effect; nearly all actives have a fitted effect of over 60% in size
Target sequence (Q9UIF8 whole entry, looked up): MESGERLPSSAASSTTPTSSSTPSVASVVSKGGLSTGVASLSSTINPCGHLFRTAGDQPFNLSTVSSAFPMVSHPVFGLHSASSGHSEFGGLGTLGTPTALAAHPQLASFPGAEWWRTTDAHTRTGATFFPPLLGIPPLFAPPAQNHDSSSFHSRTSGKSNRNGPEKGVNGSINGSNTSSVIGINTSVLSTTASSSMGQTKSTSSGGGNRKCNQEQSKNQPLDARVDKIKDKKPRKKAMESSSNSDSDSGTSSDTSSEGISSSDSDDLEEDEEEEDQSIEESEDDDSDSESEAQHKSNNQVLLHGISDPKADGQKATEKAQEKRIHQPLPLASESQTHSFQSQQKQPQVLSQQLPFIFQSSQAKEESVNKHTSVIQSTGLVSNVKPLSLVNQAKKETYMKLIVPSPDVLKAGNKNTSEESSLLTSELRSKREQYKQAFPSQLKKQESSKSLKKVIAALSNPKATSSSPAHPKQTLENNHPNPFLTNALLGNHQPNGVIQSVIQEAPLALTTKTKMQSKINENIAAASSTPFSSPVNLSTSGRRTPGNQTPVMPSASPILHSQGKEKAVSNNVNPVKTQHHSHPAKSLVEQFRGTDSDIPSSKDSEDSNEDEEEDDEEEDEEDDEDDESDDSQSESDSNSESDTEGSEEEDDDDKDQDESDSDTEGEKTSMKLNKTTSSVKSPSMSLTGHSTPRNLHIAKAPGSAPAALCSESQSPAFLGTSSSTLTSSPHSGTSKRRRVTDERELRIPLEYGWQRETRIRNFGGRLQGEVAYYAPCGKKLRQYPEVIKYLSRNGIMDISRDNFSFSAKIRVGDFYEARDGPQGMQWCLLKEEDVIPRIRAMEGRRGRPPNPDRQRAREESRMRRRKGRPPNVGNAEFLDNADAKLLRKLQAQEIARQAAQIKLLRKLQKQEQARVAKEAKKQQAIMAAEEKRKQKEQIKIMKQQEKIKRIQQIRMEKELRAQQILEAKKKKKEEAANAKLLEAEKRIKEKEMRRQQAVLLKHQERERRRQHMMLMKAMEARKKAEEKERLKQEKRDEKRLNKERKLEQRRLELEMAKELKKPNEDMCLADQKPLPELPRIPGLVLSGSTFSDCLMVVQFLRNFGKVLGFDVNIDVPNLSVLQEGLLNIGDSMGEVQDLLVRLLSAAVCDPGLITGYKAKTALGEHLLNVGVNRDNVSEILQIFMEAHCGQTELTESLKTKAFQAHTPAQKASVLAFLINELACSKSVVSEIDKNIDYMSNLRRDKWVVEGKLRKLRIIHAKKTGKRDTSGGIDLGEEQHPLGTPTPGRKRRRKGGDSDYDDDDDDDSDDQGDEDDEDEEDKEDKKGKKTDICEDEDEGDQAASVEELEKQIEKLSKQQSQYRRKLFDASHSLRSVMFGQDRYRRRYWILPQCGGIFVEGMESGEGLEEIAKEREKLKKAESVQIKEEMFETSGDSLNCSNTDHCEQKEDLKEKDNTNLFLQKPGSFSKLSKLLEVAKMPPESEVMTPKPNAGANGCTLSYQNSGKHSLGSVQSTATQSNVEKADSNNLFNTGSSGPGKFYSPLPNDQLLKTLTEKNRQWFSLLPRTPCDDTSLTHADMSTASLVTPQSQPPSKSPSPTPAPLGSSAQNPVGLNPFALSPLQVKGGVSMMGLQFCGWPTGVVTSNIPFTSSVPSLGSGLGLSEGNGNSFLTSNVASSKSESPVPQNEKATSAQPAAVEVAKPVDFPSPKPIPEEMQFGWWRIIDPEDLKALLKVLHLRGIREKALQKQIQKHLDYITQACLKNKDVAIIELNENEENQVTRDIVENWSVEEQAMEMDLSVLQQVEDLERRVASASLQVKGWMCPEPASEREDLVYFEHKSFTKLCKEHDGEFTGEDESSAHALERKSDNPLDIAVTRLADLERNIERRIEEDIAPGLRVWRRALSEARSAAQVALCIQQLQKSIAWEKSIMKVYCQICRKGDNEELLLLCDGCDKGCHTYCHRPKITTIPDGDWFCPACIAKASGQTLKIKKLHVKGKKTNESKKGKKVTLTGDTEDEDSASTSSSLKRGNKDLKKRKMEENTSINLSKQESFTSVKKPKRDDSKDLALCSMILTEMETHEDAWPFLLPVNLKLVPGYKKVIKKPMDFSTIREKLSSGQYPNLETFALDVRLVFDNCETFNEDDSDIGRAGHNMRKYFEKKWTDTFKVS
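Multi-concentration screen (max 110 uM) measuring displacement of acetylated histone H3 peptide from BAZ2B by AlphaScreen, using 50 nM protein, 50 nM peptide and 10 ug/mL streptavidin donor plus Ni-chelate acceptor beads.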
POLK inh – blocks human DNA polymerase kappa activity. Potency, µM (top dose mostly 107 µM), without a hit: top-dose activity, negative = inhibition, most hits filed as inhibitors. 400,000 compounds, 0.53% hits. purified Pol kappa, fluorescent DNA synthesis assay, 10 min; also: % is scaled to controls: 0 for no effect and ±100 for the full control effect
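Pol kappa 10 nM + cpd, 15 min RT; start w/ substrate 50 nM final; fluorescence kinetic read, 0 and 10 min. Neg ctrl: buffer, no enzyme.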
POLB inh – blocks human DNA polymerase beta activity; Pol beta primer extension/strand displacement, fluorescence kinetic; Potency, µM (series often up to 114 µM), for the others: top-dose activity change, negative = inhibition, hits mostly inhibitors; 340,000 compounds, 1.3% hits; AID 485314; also: % is scaled to controls: 0 for no effect and ±100 for the full control effect
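10 nM enzyme + cpd, 15 min RT; start with substrate 50 nM final; read 0 min and after 10 min RT. Corrected, normalized data; 4-parameter Hill curve fit.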
G9a inh – inhibitors of human histone lysine methyltransferase G9a. G9a H3K9 monomethylation, AlphaScreen, 2 h. Q96KQ7. 350,000 compounds, 8.8% hits. AID 504332. Potency, µM (top dose mostly 102 µM), without a hit: at the top dose activity, negative = inhibition, hits mostly inhibitors; also: % is scaled to controls: 0 for no effect and ±100 for the full control effect; nearly all actives have a fitted effect of over 75% in size
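Enzyme 20 nM + cpd, 15 min RT; add b-H3K9 pep 500 nM / SAM 20 uM; 2 h RT; anti-H3K9me1 Ab 0.5 ug/mL + SA donor / anti-rabbit acceptor beads 20 ug/mL each, 10 min; AlphaScreen read.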
Pol iota inh – inhibitors of human DNA polymerase iota; 390,000 compounds, 1% hits; AID 588590; Q9UNA4; Pol iota fluorescent replication assay, 10 min; Potency, µM (titrated, usually from 115 µM), for the others: at the top dose activity, negative = inhibition, usual class: inhibitors
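Fluorescent replication assay read twice, at 0 min and 10 min after adding 50 nM (final) substrate. Enzyme (10 nM) and compounds were first incubated 15 min at room temperature; enzyme-free buffer wells were negative controls.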
JMJD2A Tudor inh – blocks the human JMJD2A Tudor domain; AlphaScreen JMJD2A-Tudor / H3K4me3 peptide binding; Potency, µM (doses to about 114 µM), for inactives: top-dose activity change, negative = inhibition, usual class: inhibitors; 390,000 compounds, 4.4% hits; AID 504339; also: % is scaled to controls: 0 for no effect and ±100 for the full control effect; nearly all actives have a fitted effect of over 50% in size
BLM helicase inh – inhibitors of human Bloom syndrome helicase BLM; P54132; recombinant BLM DNA unwinding, fluorescence dequenching; Potency, µM (series often up to 56.1 µM), for inactives: top-dose activity change, negative = inhibition, hits mostly inhibitors; 350,000 compounds, 0.2% hits; AID 2528;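 also: plate controls were vehicle for no effect and no enzyme for full effect; nearly all actives have a fitted effect of over 35% in size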
The depositor's hits bear a star; & = joins results of further samples; [ ] = dose if it differs, or a comment. Calls follow the shape of the dose curve; as a rule, active = well fitted curve in the direction sought with a large enough effect; inconclusive = small, poorly fitted or top-dose-only effect, or another doubt; inactive = no such curve, though single readings can be large; an effect the other way counts as inactive or inconclusive. Potency is read from the fitted curve at half-maximal effect. Some of the compounds tested (hit frequency here may not be typical).

Screening Cc1ccc(-n2c3nc(=O)n(C)c(=O)c-3cc3c(Cl)cccc32)c(C)c1 returned POLH inh 5%, POLK inh -8%, POLB inh 1%, G9a inh -7%[59 µM], Pol iota inh 6%, JMJD2A Tudor inh -6% and BLM helicase inh -7%.
CCCCCCCCCCCCCCCCn1cc[n+](C)c1 was read as APEX1 inh 2%&2%, POLH inh -17%&-23%, BAZ2B inh 2%&9%, POLK inh -9%, POLB inh 20%&1%, G9a inh -11%, Pol iota inh 64%&-25%[activator], JMJD2A Tudor inh -2%&8% and BLM helicase inh 53%&79%[activator].
Screening CCS(=O)(=O)N1CCN(c2cnn(-c3ccccc3)c(=O)c2Cl)CC1 returned APEX1 inh -3%, POLH inh -6%, BAZ2B inh -1%, POLK inh -10%, POLB inh -3%, Pol iota inh 24%, JMJD2A Tudor inh -17%[11.4 µM] and BLM helicase inh -7%.
Cc1ccc(NC(=O)c2ccc([N+](=O)[O-])s2)cc1S(=O)(=O)N1CCOCC1 was read as APEX1 inh 23%, POLH inh -1%, POLK inh 1%, Pol iota inh 29% and JMJD2A Tudor inh -11%.
Screening CCOC(=O)c1c(C)nc2sc(C(=O)Nc3ccc(OC)cc3)c(N)c2c1-c1ccc(OC)cc1 returned APEX1 inh -5%, POLH inh -20%, BAZ2B inh 12%, POLK inh -9%, POLB inh 7%, G9a inh 32%[59 µM], Pol iota inh 8%, JMJD2A Tudor inh -9% and BLM helicase inh -4%.
Screening O=C(Nc1nc(-c2ccccn2)cs1)c1cc(Cl)ccc1[N+](=O)[O-] returned APEX1 inh -3%, POLH inh -24%, BAZ2B inh 14µM*, POLK inh -15%, POLB inh 3%, G9a inh 5.6µM*, Pol iota inh 133%[activator], JMJD2A Tudor inh 56µM* and BLM helicase inh -10%.
COc1ccc(N(C(=O)C2CCCCC2)S(=O)(=O)c2cccc3cccnc23)cc1 was read as APEX1 inh -5%, POLH inh -6%, BAZ2B inh -4%, POLK inh -18%, POLB inh -11%, G9a inh 22%[59 µM], Pol iota inh 8%, JMJD2A Tudor inh -15% and BLM helicase inh -12%.
CCOC(=O)Cc1ccc(NC(=O)N2CCc3c(sc4c3CCCC4)C2c2ccc(F)cc2)cc1 (stereo not given) was read as POLH inh -12%, BAZ2B inh -23%, POLK inh -11%[60.1 µM], POLB inh -3%, G9a inh -23%[59 µM], Pol iota inh 1%, JMJD2A Tudor inh -26% and BLM helicase inh -5%.
`O=C1CN(C(=O)CN2CCOCC2)C(c2ccccc2)c2cc(Br)ccc2N1` (stereo not given) gave APEX1 inh 23%, POLH inh -17%, BAZ2B inh 0%, POLK inh -5%, POLB inh 15%, G9a inh inconclusive, Pol iota inh 11%, JMJD2A Tudor inh -29% and BLM helicase inh -11%.
Screening Cc1ccc(C(=O)N(c2ccccn2)C(C)c2ccco2)cc1C (stereo not given) returned APEX1 inh -2%, POLH inh -10%, BAZ2B inh -22%, POLK inh -4%, POLB inh 1%, G9a inh -5%[59 µM], Pol iota inh 16%, JMJD2A Tudor inh 26% and BLM helicase inh 1%.
Screening CCOC(=O)C1C(=O)OC(C)(C)C1C(C)C(=O)c1ccc(C)cc1 (stereo not given) returned APEX1 inh 3%, POLH inh -8%, BAZ2B inh 4%, POLK inh -14%, POLB inh -9%, G9a inh 8%[2.33 µM], Pol iota inh 10%, JMJD2A Tudor inh -3% and BLM helicase inh -3%.
For N#Cc1ccc(-c2ccc(OCC(O)CN3CCOCC3)cc2)cc1 (stereo not given) the results were APEX1 inh -2%, POLH inh 3%, BAZ2B inh -17%, POLK inh -1%[60.1 µM], POLB inh -14%, G9a inh -37%, Pol iota inh 12%, JMJD2A Tudor inh 1% and BLM helicase inh -3%.
Screening Cc1ccc(S(=O)(=O)N2CCN(C(=O)c3cc4c(C)nn(-c5ccccc5C)c4s3)CC2)cc1 returned APEX1 inh -3%, POLH inh -14%, BAZ2B inh -24%, POLK inh 6%, POLB inh 38%, G9a inh 32%[0.501 µM], Pol iota inh -10%, JMJD2A Tudor inh -9% and BLM helicase inh -8%.
CCc1nn(CC(=O)N2CCN(c3ccc(F)cc3)CC2)c(=O)c2cc3occc3n12 was read as APEX1 inh 5%, POLH inh -27%, BAZ2B inh -14%, POLK inh 0%, POLB inh 2%, G9a inh 5%, Pol iota inh 46%[activator], JMJD2A Tudor inh -17% and BLM helicase inh -1%.
Screening Cn1cc(C(=O)N2CCN(c3ccccc3)CC2)c(=O)c2cc(S(=O)(=O)N3CCCC3)ccc21 returned APEX1 inh 54%[activator], POLH inh -3%&-23%, BAZ2B inh -14%, POLK inh -17%&-12%, POLB inh -19%&-1%, G9a inh 51%[activator], Pol iota inh 13%&23%, JMJD2A Tudor inh -11%&-18% and BLM helicase inh 2%&-2%.
Cc1ccc(NC2=Nc3ccccc3N3C2=Nc2c(c(C)nn2-c2ccccc2)C3c2ccc(O)c(O)c2)cc1 (stereo not given) was read as APEX1 inh 0%, POLH inh 9%, BAZ2B inh -27%, POLK inh -9%, POLB inh 28%, G9a inh 37%[0.501 µM], Pol iota inh 4%, JMJD2A Tudor inh -26% and BLM helicase inh -14%.
`CC(=O)N1CCCc2cc(S(=O)(=O)NCc3cccc(C)c3)ccc21` gave POLH inh -14%, BAZ2B inh -2%, POLK inh -8%[60.1 µM], POLB inh -15%, G9a inh 11%[59 µM], Pol iota inh 17%, JMJD2A Tudor inh -2% and BLM helicase inh -2%.
`Cc1ccc(CNC(=O)C(C)OC(=O)c2cccs2)cc1` (stereo not given) gave APEX1 inh 11%, POLH inh -10%, BAZ2B inh -6%, POLK inh -6%, POLB inh 31%, G9a inh -5%[59 µM], Pol iota inh -10%, JMJD2A Tudor inh -22% and BLM helicase inh -3%.
`O=C(C1=C[C@H](C2CCCCC2)C[C@H](OCCCCO)O1)N1CCN(Cc2ccccc2)CC1` gave APEX1 inh -2%, POLH inh -13%, BAZ2B inh -20%, POLK inh -27%, POLB inh -12%, G9a inh inconclusive, Pol iota inh 7%, JMJD2A Tudor inh -9% and BLM helicase inh -4%.
Screening CN(Cc1ccccc1)C(=O)c1[nH]cnc1C(=O)NCC(=O)OCc1ccccc1 returned APEX1 inh 18%, POLH inh -2%, BAZ2B inh 0%, POLK inh -5%, POLB inh -2%, G9a inh inconclusive, Pol iota inh 12%, JMJD2A Tudor inh -21% and BLM helicase inh -2%.

2 compounds drawn at random from the list so far:
Screening Cc1ccc(-n2c3nc(=O)n(C)c(=O)c-3cc3c(Cl)cccc32)c(C)c1 returned POLH inh 5%, POLK inh -8%, POLB inh 1%, G9a inh -7%[59 µM], Pol iota inh 6%, JMJD2A Tudor inh -6% and BLM helicase inh -7%.
Screening Cc1ccc(C(=O)N(c2ccccn2)C(C)c2ccco2)cc1C (stereo not given) returned APEX1 inh -2%, POLH inh -10%, BAZ2B inh -22%, POLK inh -4%, POLB inh 1%, G9a inh -5%[59 µM], Pol iota inh 16%, JMJD2A Tudor inh 26% and BLM helicase inh 1%.

Later entries.
Screening O=C(Nc1nc2c(F)cc(F)cc2s1)C1CC1 returned APEX1 inh 45%[activator], POLH inh -2%, BAZ2B inh -16%, POLK inh -5%, POLB inh 7%, G9a inh 16%, Pol iota inh 2%, JMJD2A Tudor inh 1% and BLM helicase inh -2%.
Screening O=C(c1ccccc1)n1c(=S)nc2ccccn21 returned APEX1 inh 2%, POLH inh -1%, BAZ2B inh 6%, POLK inh -12%, POLB inh -24%, G9a inh inconclusive, Pol iota inh 30%, JMJD2A Tudor inh -14% and BLM helicase inh -1%.
`COc1ccc(C2CC(=O)N(CC(=O)Nc3ccc(C(C)=O)cc3)c3ccccc3S2)cc1OC` (stereo not given) gave POLH inh -19%, BAZ2B inh -19%, POLK inh 4%, POLB inh 33%, G9a inh -23%[59 µM], Pol iota inh 19%, JMJD2A Tudor inh -21% and BLM helicase inh -6%.
Screening COCn1cnc(-c2ccccc2)c1-c1ccccc1 returned POLH inh -8%, POLK inh 6%, Pol iota inh 33%[activator] and JMJD2A Tudor inh -20%.
Screening CCOC(=O)C1=C(C)NC(=S)NC1c1ccc(OCC(=O)N2CCCCCC2)c(OC)c1 (stereo not given) returned APEX1 inh 4%, POLH inh 1%, BAZ2B inh 7%, POLK inh -5%, POLB inh 30%, G9a inh 17%, Pol iota inh 6%, JMJD2A Tudor inh -3% and BLM helicase inh 4%.
`CCOC(=O)CCC(=O)N1CCOCCOCCOCC1` gave APEX1 inh 1%, POLH inh 0%, BAZ2B inh inconclusive, POLK inh -4%, POLB inh 3%, G9a inh 16%, Pol iota inh 13%, JMJD2A Tudor inh -12% and BLM helicase inh 0%.
Screening O=C(NCc1ccco1)c1nc2c(nnn2Cc2ccccc2Cl)c(=O)[nH]1 returned APEX1 inh 1%, POLH inh -9%, BAZ2B inh 8%, POLK inh -2%, POLB inh 3%, G9a inh 17%[59 µM], Pol iota inh 0%, JMJD2A Tudor inh inconclusive and BLM helicase inh 3%.
For CN1C(=O)c2cccc3c(S(=O)(=O)Nc4cccc(C(=O)O)c4)ccc1c23 the results were POLH inh 17%, BAZ2B inh -8%, POLK inh -13%, POLB inh -8%, G9a inh -35%[59 µM], Pol iota inh inconclusive, JMJD2A Tudor inh -10% and BLM helicase inh 2%.
For Cc1cnc([N+](=O)[O-])n1CCOC(=O)NC(=O)c1ccccc1 the results were APEX1 inh -5%, POLH inh -5%, BAZ2B inh -1%, POLK inh 0%, POLB inh -20%, G9a inh -2%, Pol iota inh 90%[activator], JMJD2A Tudor inh -20% and BLM helicase inh 1%.
CCC(Sc1ncnc2sc3c(c12)CCCC3)C(=O)OC(C)C (stereo not given) was read as POLH inh -6%, BAZ2B inh 178%[activator], POLK inh -15%, POLB inh -3%, G9a inh 164%[activator][59 µM], Pol iota inh -12%, JMJD2A Tudor inh 82%[activator] and BLM helicase inh -6%.
Cc1ccsc1/C=C(\C#N)C(=O)NCc1cccnc1 was read as APEX1 inh 3%, POLH inh -10%, BAZ2B inh 8%, POLK inh -4%, POLB inh 31%, G9a inh 54%[activator][59 µM], Pol iota inh 152%[activator], JMJD2A Tudor inh -7% and BLM helicase inh 2%.
`COC(=O)[C@H](Cc1ccccc1)NC(=O)N1CCN(c2ccccc2)CC1` gave APEX1 inh -3%, POLH inh -12%, BAZ2B inh -11%, POLK inh -7%, POLB inh inconclusive, G9a inh -2%, Pol iota inh 80%[activator], JMJD2A Tudor inh -13% and BLM helicase inh -2%.

Screens (PubChem BioAssay)
